From PubChem BioAssay
Autophagy mod: alters autophagy in cells | hit rate 0.98% among 190,000 | MEF GFP-LC3 puncta imaging; test concentration mostly 10 µM | AID 463193 | calls only at 10 µM (by protocol);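 active = percentage of spot-positive cells more than 3 SD above its plate mean, without a fluorescence outlier flag or 80% toxicity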;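 also: spot-positive cell cutoff set from DMSO-treated cells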
AID2073: disruptors of CaV2.2 binding to Mint1 – biochemical, HTRF (AID 2073); HTRF protein-protein interaction, Mint1-CaV2.2; higher % means a stronger effect; inhibition, % at 20 µM, or IC50 in µM where a hit was titrated; hit rate 0.19% among 290,000; in the data active = inhibition mostly above about 51%, no sharp cut-off; also: some results filed as inactive read as strong as hits
bCat nuc transl: modulators of beta-catenin nuclear translocation | HeLa beta-catenin nuclear translocation, immunofluorescence imaging | nuclear translocation activity, % at 5 µM | hit rate 0.3% among 190,000;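 active = nuclear translocation activity above 50% at 5 µM, with a well cell count of 50 or more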;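 also: per-cell ratio of nuclear to cytoplasmic median beta-catenin stain intensity; plate controls were DMSO negative control for no effect and GSK-3 inhibitor IX positive control for full effect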
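Technique: fluorescence imaging of beta-catenin antibody stain plus DAPI / Material: human HeLa cell line / Incubation: compound treatment 24 h, 37°C, 5% CO2 / Read-out basis: % activation of per-cell nuclear versus cytoplasmic median beta-catenin signal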
HIV fusion peptide: cell-free HIV fusion peptide-binding blockers – biochemical, uHTS, fluorescence dequenching, primary screen (AID 1986); hit rate 0.3% among 290,000; one-dose inhibition, % at 20 µM; IC50 in µM for titrated hits; cell-free peptide binding, fluorescence dequenching, 30 min; higher % means a stronger effect; in the data active = inhibition mostly above about 52%, no sharp cut-off; inactive = mostly below about 76%; also: some results filed as inactive read as strong as hits
MT stabilizer: microtubule stabilizers in HeLa cells; HeLa tubulin immunostaining HCS, 24 h; share of cells brighter than vehicle mean+2SD; % tubulin-high responders, % at 10 µM; hit rate 0.83% among 200,000;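 active = plate Z-score above 3 for both tubulin-high and condensed-nucleus cell shares, with cell loss under 80%, at 10 µM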;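 also: anti alpha tubulin signal scored within the nucleus-defined area of each cell; some results filed as inactive read as strong as hits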
Insulin prom up: MIN6 insulin promoter up-regulation; MIN6 insulin promoter-GFP reporter, high-content imaging; stronger effect = higher value; z-score at 5 µM; hit rate 0.3% among 190,000; AID 1625;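 active = z-score above 3 at 5 µM with at least 500 cells counted in the well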
WT yeast gro inh: growth inhibition of WT yeast, mitochondrial fusion screen; mitochondrial fusion phenotypic screen, WT strain; inhibition, % at 10 µM; hit rate 2.1% among 190,000; AID 1362; in the data active = inhibition above about 58%; tested in S. cerevisiae
Dynein cargo inh: blocks dynein driven cargo transport along microtubules; 3617.4 mouse cells, GR-EGFP nuclear translocation imaging; test concentration mostly 20 µM; stimulated with dexamethasone, 1 µM; stronger effect = lower value; z-score, hits read low; hit rate 0.47% among 220,000; AID 1381;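 active = plate z-score of nuclear minus cytoplasmic receptor signal below a set negative limit, without overly bright fluorescence or cell loss, cut at about -3.5 in these data, passing the limit was not always enough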;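 also: z-score of nuclear minus cytoplasmic ring GR-EGFP intensity difference per well; some compounds called inactive have numbers as strong as hits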
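Buffer or medium – tet-free medium with charcoal-stripped serum · Signal – automated 10x imaging of fixed Hoechst-stained cells · Also added – dexamethasone agonist, 1.0 µM final, for 30 min · Incubation – induction 48 h, compound 1 h, agonist 30 min · Read-out – GR-EGFP nuclear translocation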
Yfh1-off respiration: mitochondrial function rescue without frataxin homolog – Friedreich's ataxia, plus single-dose screen, dose response (AID 1465); fold induction at 50 µM; hits with a dose series show EC50 in µM; S. cerevisiae Yfh1-off respiration, WST-1 reduction, 72 h; higher fold induction means a stronger effect; hit rate 0.074% among 220,000;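 active = fold induction of absorbance versus untreated yeast above a set limit, then at least 30% activation at any dose in follow-up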;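 also: activators that raise dye reduction in frataxin-depleted yeast; strong numbers were not always called active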
WT yeast gro inh mutant strain: also measured in WT yeast gro inh; calls as there; inhibition, %; mitochondrial fusion phenotypic screen, mutant strain inhibition
Dynein cargo inh cytoplasmic EGFP: second read-out of Dynein cargo inh, no call of its own (marks repeat the call); z-score; measured here: cytoplasmic GR-EGFP intensity; stronger effect = higher value
Dynein cargo inh nuclear GR-EGFP: second read-out of Dynein cargo inh, no call of its own (marks repeat the call); z-score; measured here: nuclear GR-EGFP intensity;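 lower value marks the stronger effect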
Dynein cargo inh cell count: also measured in Dynein cargo inh; calls as there; z-score; measured here: cell count per field
Insulin prom up cell count: also measured in Insulin prom up; calls as there; cell count; measured here: cytotoxicity, nuclei count;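 total cells summed across four imaged fields per well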
bCat nuc transl cell count 5 µM: recorded beside bCat nuc transl, whose call it bears; cell count; measured here: cell count, cytotoxicity flag
MT stabilizer Hoechst-high %: further read-out of MT stabilizer, marked with its call; % Hoechst-high responders; measured here: nuclear condensation Hoechst responders;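 share of cells brighter than vehicle mean plus two SD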
MT stabilizer cytotoxicity %: second read-out of MT stabilizer, no call of its own (marks repeat the call); toxicity, %; measured here: cytotoxicity by cell density;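 0% = mean cell density of plate MIN control wells and 100% = no cells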
Autophagy mod cell loss 18 h: second read-out of Autophagy mod, no call of its own (marks repeat the call); toxicity, %; measured here: cell loss, nuclei count;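 cell loss after 18 h compound exposure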
* marks the source's active call; other numbers are inactive results; i = inactive; x = no result given.

Values run as follows: Autophagy mod, Autophagy mod cell loss 18 h, AID2073, bCat nuc transl, bCat nuc transl cell count 5 µM, HIV fusion peptide, MT stabilizer, MT stabilizer Hoechst-high %, MT stabilizer cytotoxicity %, Insulin prom up, Insulin prom up cell count, WT yeast gro inh, WT yeast gro inh mutant strain, Dynein cargo inh, Dynein cargo inh cytoplasmic EGFP, Dynein cargo inh nuclear GR-EGFP, Dynein cargo inh cell count, Yfh1-off respiration
O=C(OCc1cccc2ccccc12)c1ccc2c(=O)[nH]c(CN3CCOCC3)nc2c1
  i, -12.1, -5.8%, -2.0, 911, -1.3%, 2.6, 2.3, 5.3, -0.21, 1243, 11.1, 6.6, -0.199, -0.18, 0.0367, -0.154, i
Nc1ccc(C(=O)OCc2ccncc2)cc1[N+](=O)[O-]
  i, 13.2, 3.2%, -1.5, 1079, 1.0%, 2.4, 1.9, 4.7, 0.02, 1333, 16.7, 33.0, -0.96, -0.171, -0.696, 0.57, i
Cc1ccc(NC(=O)N2Cc3ccccc3CC2C(=O)NC(C)(C)C)cc1 (stereo not drawn)
  i, -3.7, 16.8%, 3.2, 1415, 2.4%, 1.5, 1.4, 0.4, -0.72, 1434, -10.5, -16.6, 0.176, -0.211, -0.0831, 0.183, i
CC(C)CN1C2CCCC1CC(NC(=S)NCc1ccco1)C2 (stereo not drawn)
  i, 15.5, -14.8%, -2.2, 1136, 2.3%, 4.2, 2.0, 6.0, 0.47, 1252, 4.5, 3.8, -1.57, 0.0952, -0.15, 1.46, i
CC(C)(C)S(=O)(=O)/C(C#N)=N/Nc1ccc(C#N)cc1
  i, -1.9, -2.2%, -0.4, 1072, 0.9%, 1.7, 1.1, 5.4, -0.05, 1188, -13.8, 2.5, 0.554, -0.299, 0.276, -1.56, i
Cc1ccc(Cl)cc1N1CCN(C(=O)COc2ccc(S(=O)(=O)NC(C)C)cc2)CC1
  i, 10.7, -6.1%, x, x, 0.2%, 3.7, 3.9, 3.6, 0.42, 1003, 10.5, -9.3, -0.494, 0.611, 0.0771, -0.00204, i
O=C(Nc1cccc(F)c1)c1ccco1
  i, 3.2, -9.9%, 0.6, 1031, 1.4%, 0.7, 0.6, 7.1, -0.04, 1275, 8.1, 5.1, -0.332, -0.17, -0.299, -0.451, i
CCc1n[nH]c2c1/C(=N/O)CCC2
  i, -8.5, 2.3%, -3.4, 1116, 1.6%, 4.8, 2.4, 9.1, 0.2, 1976, -1.2, 1.0, 0.112, -0.173, 0.407, -0.278, i
CCOn1c(=O)c(-c2cccs2)[n+]([O-])c2ccccc21
  i, -18.6, 12.8%, -14.6, 1024, -2.3%, 2.0, 2.3, 8.7, x, x, 4.8, -16.0, -0.323, -0.214, 0.0106, -0.156, i
Cc1ccc(Oc2ccccc2)c(NC=O)c1
  i, 19.7, 0.0%, -0.8, 1133, 0.0%, 4.6, 4.7, 12.5, 0.07, 1099, -3.3, -5.3, 3.06, -0.163, 1.43, -1.55, i
COc1ccccc1N1CCN(C(=O)C2C3C=CC4(CN(Cc5ccccc5Cl)C(=O)C24)O3)CC1 (stereo not drawn)
  i, -6.8, -10.1%, -4.1, 929, 34.1%, 2.3, 2.7, 3.9, 1.14, 1520, -6.3, -4.7, -0.769, -0.174, -0.253, 0.788, i
O=C(COC(=O)/C=C/c1nc2ccccc2s1)Nc1ccccc1Oc1ccccc1
  i, -13.3, 1.4%, x, x, -2.3%, 2.8, 2.4, 3.3, 0.97, 1555, 4.1, -6.7, -0.361, -0.121, -0.621, -0.0265, i
Cc1cc(Cl)ccc1OCC(=O)N/N=C/c1ccc(OC2OC(CO)C(O)C(O)C2O)cc1 (stereo not drawn)
  x, x, 3.0%, -0.8, 1430, -0.7%, x, x, x, -0.25, 999, x, x, 0.745, -0.237, 1, -0.742, i
O=C1CCCc2cc3c(cc21)CC1(C3)Cc2cc3c(cc2C1)C(=O)CCC3
  x, x, 1.0%, 72.0*, 410*, 0.0%, x, x, x, 0.08, 966, x, x, -0.359, -0.227, -0.441, 0.344, i
CN1CCN(/N=C/c2nc(-c3ccccc3)n3ccccc23)CC1
  i, -9.1, 1.4%, -0.4, 550, 2.6%, 2.3, 2.8, 6.9, 1.35, 1323, -7.1, -5.6, -0.0225, -0.25, -0.22, -0.576, i
Cc1nc2cc(-c3ccccc3)nn2c(C)c1CCC(=O)NC(C)c1ccc2c(c1)OCCO2 (stereo not drawn)
  i, -6.2, 8.9%, 0.6, 537, 3.4%, 2.9, 1.1, 9.3, -0.54, 1294, -6.6, -6.7, -0.51, -0.228, 0.356, 0.608, x
CCOC(=O)c1c(C)[nH]c(C(=O)OCC(=O)NC(C)C)c1C
  i, -13.1, -2.3%, -0.2, 1037, -1.5%, 3.6, 2.1, 4.7, x, x, -9.4, -18.2, -0.117, -0.275, 0.355, 0.436, i
c1ccc(-c2noc(-c3cccc4ccccc34)n2)cc1
  i, 3.6, -3.8%, 0.1, 1048, 0.7%, 2.9, 2.0, 7.9, 0.16, 1214, 66.8*, 61.1*, 0.371, -0.428, 0.181, -0.193, i
O=C(Cc1cccs1)NC1(C(=O)NC2CCCC2)CCCCC1
  i, -3.1, -4.4%, -1.4, 997, 1.4%, 6.7, 3.1, 2.0, 0.12, 1197, -4.0, -2.9, -0.88, -0.271, -0.811, 0.467, i
Cc1cc(NC(=O)c2ccccc2Cl)no1
  i, -0.3, 11.9%, -0.2, 1429, -1.6%, 2.2, 1.6, 1.7, -0.2, 1570, 12.5, 3.8, 0.147, -0.0696, -0.533, -0.914, i
COc1ccc(C)cc1S(=O)(=O)N(CC(=O)Nc1cccc([N+](=O)[O-])c1)c1ccc(C)cc1
  i, 6.2, 8.9%, -0.1, 967, -2.4%, 3.9, 1.5, 14.5, 2.7, 1333, 5.2, -2.8, 2.05, -0.0925, 1.08, -1.26, i
O=NN(CCc1ccncc1)c1ccc(OCc2ccccc2)cc1
  i, 7.6, -9.1%, -4.6, 996, -2.1%, 1.7, 2.3, 10.1, x, x, -35.5, -4.6, -0.835, -0.236, -0.648, 0.954, i
O=C(O)c1ccc(N/N=C/c2ccc(-c3ccccc3Cl)o2)cc1
  x, x, 12.0%, 6.8, 1194, 32.7%, x, x, x, -0.15, 1078, x, x, -0.244, -0.259, 0.525, -0.562, i
COc1ccc(NC(=S)N2CCCC2)c(OC)c1
  i, 11.4, -7.3%, -5.4, 1098, 0.2%, 1.4, 1.6, 6.9, -0.03, 1716, -2.5, 0.8, -0.404, -0.13, -0.222, 0.055, i
COC(=O)c1ccc(-c2nc(-c3ccc(Br)o3)no2)cc1
  i, -0.2, 7.4%, 0.2, 1225, -0.4%, 4.6, 1.7, 5.5, 0.26, 971, 16.1, 2.2, 2.19, 0.237, 1.44, -1.73, i
Cc1cc(NC(=O)C2CC=CCC2C(=O)O)no1 (stereo not drawn)
  i, -13.0, 0.5%, x, x, 0.9%, 4.3, 1.7, 1.3, -0.29, 1230, -6.7, 44.4, 0.61, -0.237, 0.4, 0.162, i
Cc1ccc(S(=O)(=O)Nc2cc(C(=O)NCCN(C)C)ccc2N2CCCCC2)cc1
  i, 3.0, 1.6%, 0.9, 1060, 1.1%, 3.3, 5.2, 3.3, -0.23, 1729, -2.1, 12.1, -0.765, -0.0816, -0.388, 0.912, i
O=c1cc(Cl)[nH]c(=O)n1CCNc1ncc(C(F)(F)F)cc1Cl
  i, 19.6, -3.6%, 0.7, 1010, 36.2%, 0.6, 2.3, 8.4, 0.83, 1746, 17.5, -8.2, 0.21, -0.155, -0.419, 0.279, i
O=C(NCc1ccco1)c1cccc(S(=O)(=O)N2CCc3ccccc32)c1
  i, 6.3, 0.8%, 1.1, 964, 1.7%, 5.7, 2.5, 8.8, -0.75, 1448, 26.0, -8.9, 0.24, -0.251, -0.0471, -0.28, i
CCOc1ccc(CCNC(=O)COC(=O)Cn2cnc3ccccc3c2=O)cc1OCC
  i, -4.5, 10.2%, 1.1, 1041, -1.7%, 2.3, 4.0, 8.9, -0.04, 1347, -6.3, 0.5, 1.24, -0.321, 0.815, -1.14, i
Cc1ccc(C)c(NC(=S)NCC(c2ccccc2)N(C)C)c1 (stereo not drawn)
  i, 16.0, -5.9%, -3.7, 1069, -1.2%, 6.5, 1.8, 9.0, -0.49, 1253, 13.2, 30.7, -0.108, -0.326, 0.381, 0.495, i
C/C(=N\NC(=O)c1nn(C)c(C)c1Br)c1cccc(NC(=O)c2ccoc2C)c1
  i, 1.7, 8.0%, 0.4, 542, -0.9%, 4.8, 2.6, 7.2, -0.31, 1188, 17.2, 1.1, 0.378, -0.175, 0.359, -1.23, i
C/C(=N\NC(=S)NC1CCCCC1)c1cccc(C(F)(F)F)c1
  x, x, -12.0%, 2.1, 1357, -2.0%, x, x, x, 0.45, 1017, x, x, 1.81, -0.172, 1.93, -1.83, i
CCOC(=O)c1[nH]cnc1C(=O)Nc1ccncc1
  i, -6.2, -3.7%, 1.2, 1132, -0.9%, 3.6, 2.4, 4.4, 0.89, 1394, 11.1, 27.3, 0.495, -0.193, 0.175, 0.0189, i
CCCN1CN(Cc2ccccc2)CC2=C1CC(C)(C)CC2=O
  i, 1.1, 12.3%, -2.3, 1128, -2.0%, 2.4, 2.4, 9.3, 1.29, 907, 11.3, 9.7, -0.855, -0.323, -0.268, 0.557, i
CCOC(=O)C(NC(=O)N(C)C)(Nc1sc(C)c(CC)c1C#N)C(F)(F)F (stereo not drawn)
  i, -15.5, -11.6%, 0.4, 1145, 2.5%, 2.6, 2.0, 8.8, -0.16, 1466, 2.8, -5.3, -0.291, 0.085, -0.309, 0.798, i
Cc1cc(C)c(C(=O)CSc2n[nH]c(-c3ccncc3)n2)c(C)c1
  i, -6.6, -1.9%, -1.2, 966, 0.3%, 3.2, 1.2, 2.4, 1.02, 1636, 7.3, 1.7, 3.05, -0.161, 2.45, -1.92, i
CC1=CC(C)(C)n2c(O)c(N=NC(N)=S)c3cc(C)cc1c32
  i, 4.3, 27.0%, -0.3, 914, -4.8%, 4.0, 2.9, 3.7, -0.33, 1193, -10.8, 7.3, -0.389, -0.295, -0.441, 0.608, i
